Compound activity as filed in PubChem.
ELG1 DNA repair – blocks ELG1-dependent DNA repair in HEK293T cells | HEK293T ELG1-luciferase reporter, luminescence, 16 h; DNA damage induced by 5-fluorouridine | Potency, µM (doses to about 46.1 µM), without a hit: at the highest dose activity change, negative = inhibition, hits mostly inhibitors | 2.3% of 330,000 active | AID 504467; also: potency is read from the fitted curve at half-maximal effect; % is scaled to controls: 0 for no effect and ±100 for the full control effect; nearly all actives have a fitted effect of over 55% in size
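Reporter activity after DNA damage by 5-fluorouridine is monitored. Compound-treated cells incubate 16 hr at 37 °C, then ONE-Glo is added for 30 min before luminescence reading.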
Integrin act MD – activators of alpha7 integrin expression for muscular dystrophy; alpha7betagal myoblasts, beta-gal FDG fluorescence, 48 h; 0.064% of 350,000 active; Potency, µM (series often up to 38.3 µM), for inactives: top-dose activation, actives largely listed as activators;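 also: potency is read from the fitted curve at half-maximal effect; 100% = response of the positive control SU9516; nearly all actives have a fitted effect of over 60% in size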
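alpha7betagal+/- myoblasts (passage 13, 250/well) treated 48 h at 37C with compounds at 1:260 dilution of DMSO stock. Lysed, then beta-galactosidase activity read as FDG fluorescence (ex 480/em 540) after 30 min, with pre-read for autofluorescence.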
p53 reactivator – re-activators of mutant p53; H1299 p53-A138V BP100-luciferase reporter, luminescence, 24 h; Potency, µM (top dose mostly 92.2 µM), inactives show top-dose activity change, positive = activation, hits mostly activators; 0.063% of 320,000 active; also: potency is read from the fitted curve at half-maximal effect; % of control where 0% means no effect; nearly all actives have a fitted effect of over 45% in size
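p53-null H1299 cells stably carrying temperature-sensitive p53-A138V and a BP100-luciferase reporter were pinned with compounds (4-point, 1:5 series) and held 24 hrs at 37 deg C. Luminescence was read 10 min after detection reagent.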
BRCA1 expr act – activators of BRCA1 expression | MCF7-BRCA1-FFLuc reporter, luminescence, 48 h; response scale: scaled: vehicle 0%, 10 µM genistein 100% | Potency, µM (titrated, usually from 46.1 µM), for the others: at the highest dose activation, actives largely listed as activators | 1.1% of 380,000 active | AID 624202; also: potency is read from the fitted curve at half-maximal effect; nearly all actives have a fitted effect of over 80% in size; some results filed as inactive show a strong effect at the top dose
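Activators of BRCA1 expression were detected as increased firefly luciferase luminescence in engineered MCF7 cells after 48 h compound incubation. Signals were scaled to genistein 10 microM as full activation.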
TRPV1 agonist – human TRPV1 agonism; Q8NER1; TRPV1-expressing cells, Fluo-8 calcium influx, agonist mode; activation, % at 8.33 µM; 0.19% of 320,000 active; in the data active = activation above about 80%; inconclusive = between about 30% and that limit; also: 0% is about no effect
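Cells expressing TRPV1 were dye-loaded with Fluo-8 and read kinetically: 10 s baseline, 3 min after compound (agonist portion), then 2 min after EC20 capsaicin (allosteric enhancer portion). Calcium-bound dye fluorescence at 480/520 nm.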
PTAP TSG101 blk – blocks PTAP/TSG101 interaction to inhibit HIV-1 budding; Potency, µM (titrated, usually from 115 µM), for inactives: at the highest dose activity change, negative = inhibition, usual class: inhibitors; Fluorescence polarization, FITC-PTAP peptide / Tsg101 binding; 340,000 tested, under 10 active; Q99816; active = well fitted inhibition curve with a large enough effect in the main read-out, with a control signal flat, not every such curve was filed as active; inconclusive = small, poorly fitted or top-dose-only effect, or effect the other way, or a change in a side signal; inactive = no such curve, though single readings can be large or run the other way; also: potency is read from the fitted curve at half-maximal effect; % of control where 0% means no effect
Target sequence (Q99816 whole entry, looked up): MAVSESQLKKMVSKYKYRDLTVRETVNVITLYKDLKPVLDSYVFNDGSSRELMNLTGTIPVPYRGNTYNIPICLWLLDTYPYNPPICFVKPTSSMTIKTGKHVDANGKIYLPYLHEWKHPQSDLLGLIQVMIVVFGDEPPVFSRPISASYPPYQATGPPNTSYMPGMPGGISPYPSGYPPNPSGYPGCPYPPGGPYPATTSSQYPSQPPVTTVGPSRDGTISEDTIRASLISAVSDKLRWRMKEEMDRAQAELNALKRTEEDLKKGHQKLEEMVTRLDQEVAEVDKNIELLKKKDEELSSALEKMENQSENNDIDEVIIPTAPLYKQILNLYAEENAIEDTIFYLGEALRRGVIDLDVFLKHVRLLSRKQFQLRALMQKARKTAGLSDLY
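Tsg101 binding domain (10 uM final) was mixed with compound and a FITC-labeled PTAP peptide (50 nM final) in HEPES pH 7.5 buffer with NaCl, Tween 20, EDTA and TCEP; fluorescence polarization was read after 20 min at r.t.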
B2AR arrestin – agonists driving beta-arrestin recruitment to human beta2-adrenergic receptor. 0.02% of 330,000 active. beta-arrestin recruitment to beta2AR, cell-based reporter. Potency, µM (doses to about 46.1 µM), without a hit: top-dose activation, hits mostly activators. AID 492947;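 also: potency is read from the fitted curve at half-maximal effect; 0% = DMSO controls and full agonism = EC100 isoproterenol or metaproterenol; nearly all actives have a fitted effect of over 65% in size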
Target sequence (P07550 whole entry, looked up): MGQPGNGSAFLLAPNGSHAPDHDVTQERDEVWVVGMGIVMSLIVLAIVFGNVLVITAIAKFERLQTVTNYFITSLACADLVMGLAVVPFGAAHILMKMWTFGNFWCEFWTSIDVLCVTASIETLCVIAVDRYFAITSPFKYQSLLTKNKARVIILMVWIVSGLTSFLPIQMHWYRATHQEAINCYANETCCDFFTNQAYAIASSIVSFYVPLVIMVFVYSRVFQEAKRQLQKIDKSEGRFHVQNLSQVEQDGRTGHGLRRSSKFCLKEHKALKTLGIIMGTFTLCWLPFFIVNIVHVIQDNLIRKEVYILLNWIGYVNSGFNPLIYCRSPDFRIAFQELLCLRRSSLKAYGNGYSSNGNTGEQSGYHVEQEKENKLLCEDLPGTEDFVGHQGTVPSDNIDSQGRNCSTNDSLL
A-T KAP1 phos – candidate therapy for ataxia-telangiectasia. Potency, µM (highest dose often 57.5 µM), for the others: at the highest dose activation, actives largely listed as activators. […] A-T fibroblasts, KAP-1 phosphorylation AlphaLISA; neocarzinostatin DNA damage 30 min before lysis. AID 485349. 0.19% of 320,000 active; also: potency is read from the fitted curve at half-maximal effect; % of control where 0% means no effect; nearly all actives have a fitted effect of over 45% in size
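ATM-like activity read as KAP-1 phosphorylation via AlphaLISA donor/acceptor antibody pairs after lysis and 6 hr at 25C. Cells were ATM-null patient fibroblasts ([…], hTERT), dosed 60 min, then exposed to the DSB inducer NCS for 30 min.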
CXXC DNA block – blocks binding of human MLL CXXC domain to DNA. MLL-CXXC / FITC-HOXA9 DNA fluorescence polarization. Potency, µM (titrated, usually from 115 µM), for inactives: at the top dose activity change, negative = inhibition, usual class: inhibitors. 0.037% of 290,000 active; active = well fitted inhibition curve with a large enough effect in the polarisation, with a control signal flat, not every such curve was filed as active; inconclusive = small, poorly fitted or top-dose-only effect, or effect the other way, or a change in a side signal; inactive = no such curve, though single readings can be large or run the other way; the % refers to the polarisation; also: potency is read from the fitted curve at half-maximal effect
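Steps: dispense CXXC domain solution (7 uM) → pin compounds or unlabeled HOX-A9 DNA control → 5 min ambient → add FLSN-HOX-A9 solution (50 nM) → spin → 30 min ambient → fluorescence polarization. Tris pH 7.5/NaCl/DTT/BSA buffer.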
TCR act – activates T cell receptor signaling. Potency, µM (doses to about 9.22 µM), inactives show at the highest dose activation of IL-2 secretion, usual class: activators. primary human leukocytes, anti-CD3, IL-2 HTRF, 48 h. AID 504894. 330,000 tested, under 10 active; also: % of control where 0% means no effect
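HTRF read-out of IL-2 secretion: europium cryptate donor excited at 320nm, d2 acceptor emission at 665nm. Cells were primary human leukocytes incubated 48 hr with compounds and a-CD3 beads, supplying TCR signal only.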
Numbers without * were called inactive; ? = inconclusive; / = no result given; [ ] = remark or other dose. Unless noted, calls follow the shape of the dose curve; as a rule, active = well fitted curve in the direction sought with a large enough effect; inconclusive = small, poorly fitted or top-dose-only effect, or another doubt; inactive = no such curve, though single readings can be large; an effect the other way counts as inactive or inconclusive. Compounds as they come; about 3.8% have a hit in one of these screens.

SMILES	ELG1 DNA repair	Integrin act MD	p53 reactivator	BRCA1 expr act	TRPV1 agonist	PTAP TSG101 blk	B2AR arrestin	A-T KAP1 phos	CXXC DNA block	TCR act
COC(=O)c1ccccc1OCCN1CCCCCC1	-2%	4%	-4%	4%	1	0%	-0.8%	-1%	4%	-1%
O=C(NCc1ccc(Cl)cc1)C(=O)NCC1OCCN1C(=O)c1cccs1 (stereo not given)	-7%	13%	0%	-9%	2	-1%	-0.3%	0%	5%	4%[46.1 µM]
C=C1c2c(Cl)ccc(O)c2C(O)=C2C(=O)[C@]3(O)C(O)=C(C(N)=O)C(=O)[C@@H](N(C)C)[C@@H]3[C@@H](O)C12 (stereo not given in full)	-3%	/	-4%	1%	1	-1%	-0.1%	-12%	/	-5%
CC(C)N(C(=O)COC(=O)c1cncc(Br)c1)C(C)C	10%	-9%	-1%	-14%	2	0%	0.4%	-2%	-1%	-26%
CCCn1c(SCC(=O)c2cc(OC)ccc2OC)nnc1C(C)C	5%	-3%	-3%	-3%	18	-5%	5.3%	7%	-9%	-5%
CCOc1ccc(C(=O)NCC(=O)OCc2c(C)noc2C)cc1	20%	5%	-1%	3%	-6	-3%	0.0%	1%	?	4%[46.1 µM]
NS(=O)(=O)c1cccc(NC(=O)CSc2nnc(C3CC3)n2C2CC2)c1	9%	-3%	6%	11%	1	-4%	4.8%	0%	/	4%
CCOC(=O)c1nc(NCCc2ccccc2)sc1C	23%	-7%	19%	?	19	-1%	-0.1%	9%	5%	-3%
COc1cccc(N2CCN(S(=O)(=O)c3ccc4c(c3)CC(C)N4C(=O)C3CC3)CC2)c1 (stereo not given)	-3%	-32%[inhibitor]	1%	-27%	8	-3%	-0.1%	11%	5%	-6%
COc1ccc(CNC(=O)CN2C(=O)C(C)N(c3ccc(C)cc3)C2=O)cc1 (stereo not given)	0%	-9%	-3%	-12%	2	-1%	-0.6%	/	11%	-6%
CCCn1c(-c2ccc[nH]c2=O)nc2cc(C)c(C)cc21	?	-4%	8%	50%	-2	-2%	4.0%	5%	-10%	/
COc1cc(/C=C2\C(=N)N3N=C(CC(=O)N4CCOCC4)SC3=NC2=O)cc(OC)c1OC	16%	0%	3%	2%	0	-2%	-0.1%	5%	49%[activator]	2%
O=C(c1ccccc1Cl)N(Cc1ccc(Br)cc1)N1C(=O)CCC1=O	-6%	1%	-1%	3%	10	0%	0.1%	2%	3%	10%
O=C(COC(=O)[C@@H]1CCCN1C(=O)c1cccs1)Nc1cccc(Cl)c1	0%	?	-4%	-3%	/	0%	0.2%	3%	/	1%
COc1ccc(-c2csc(NC(=O)CSCC(=O)Nc3cc(C)on3)n2)c(OC)c1	-9%	-10%	8%	2%	-3	1%	0.4%	-11%	/	3%
N/C(=N\OC(=O)c1cccc2ccccc12)c1cccnc1	?	-5%	?	?	8	-6%	0.1%	5%[11.5 µM]	-7%	-2%
Cc1ccc2nc(/C(C#N)=C\c3cc(C)n(-c4cccc([N+](=O)[O-])c4)c3C)[nH]c2c1	?	5%	18%	-44%	3	-11%	0.2%	-9%	15%	5%
Cc1ccc(Cl)c(OC(=O)c2nn(C(C)C)c(=O)c3ccccc23)c1	-2%	-14%	18%	8%	15	-4%	-0.7%	14%	3%	2%[46.1 µM]
O=[N+]([O-])c1ccc(-c2csc(N3CCc4ccccc4C3)n2)cc1	8%	11%	1%	0%	3	0%	-0.8%	0%	6%	5%
CCOc1ccc(N=C2NC(=O)SC2CC(=O)OC)cc1 (stereo not given)	0%	15%	-4%	0%	-5	-4%	0.0%	-1%	10%	-7%
Cc1cc(C)n(CC(=O)N/N=C/c2ccc(C)o2)n1	11%	3%	4%	-1%[1.84 µM]	1	-2%	-0.5%	-1%	2%	3%
COC(=O)c1nn(-c2cccc(C)c2)c2nnc(Cc3ccc(C)cc3)c(=O)n12	3%	10%	6%	-9%	?	-1%	-1.2%	1%	13%	-1%[46.1 µM]
O=C(c1cc(-c2ccccc2)nc2ccccc12)N1CCCC1	8%	0%	-4%	-3%	1	0%	0.0%	-3%	6%	-2%
COC(=O)/C=C/c1ccsc1NC(C)=O	2%	-13%	5%	-6%	-2	-7%	-0.5%	-2%	-1%	-2%[46.1 µM]
CCCCSc1ncnc2c1ncn2C1CCCCO1 (stereo not given)	/	-2%	/	?	/	-5%	/	/	/	-6%
CN(C)/C=C/C(=O)c1ccc(N2CCN(c3ncc(C(F)(F)F)cc3Cl)CC2)cc1	-16%	-31%	0%	-75%	-11	-3%	0.3%	/	-21%	-5%
Clc1ccccc1C1=Nn2c(nnc2-c2ccncc2)SC1	4.6µM*	16%	-12%	0%	10	-10%	-0.2%	-6%	-10%	-1%
O=C(O)C1CCCN1c1ncccn1 (stereo not given)	9%	3%	1%	0%	0	-7%	0.0%	2%	0%	-3%
COc1cc2ccnc(Cc3cccc(OC)c3OC)c2cc1OC	-18%	-34%[inhibitor]	2%	-60%	-2	-4%	-0.9%	5%	-4%	1%
COc1ccc(C(=O)Nc2ccc(NC(=O)c3cccc(OC)c3)cn2)cc1	-19%	?	-1%	-8%	10	1%	-1.6%	-10%	5%	5%
O=C1CNC(=O)/C1=C/c1ccccc1	?	22%	5%	4%	-7	-4%	-1.9%	1%	-13%	-3%[46.1 µM]
Cc1ccc(/C=N/NC(=O)Cn2cnc3c2c(=O)n(C)c(=O)n3C)s1	-2%	-4%	-14%	-4%	2	0%	-0.4%	-1%	1%	8%[46.1 µM]
CN(CCc1ccccn1)C(=S)NC(=O)c1ccco1	1%	-32%	0%	3%	-1	-10%	0.2%	1%	-1%	-7%
O=C(Nc1ccc(Br)c2ccccc12)c1ccc2ccccc2c1O	?	12%	9%	-64%	?	-3%	0.3%	10%	-10%	-11%
O=C(NCc1ccco1)C(c1ccncc1)N(CCC1=CCCCC1)C(=O)Cn1nnc2ccccc21 (stereo not given)	-9%	8%	-2%	-24%	2	-2%	0.0%	2%	2%	9%
COc1cccc2c1C(CO)N1C(C#N)C3CC(C(=O)O)C(C1C2)N3C (stereo not given)	0.33µM*	-40%	18%	?	-2	4%	-0.5%	14%	-6%	-2%
CCN(CC(=O)Nc1ccc(OC)cc1)C(=O)c1cc2c(s1)CCCCC2	0%	18%	-4%	-20%	20	-2%	-0.2%	6%	/	-3%
O=c1c2ccccc2[nH]c(=S)n1CC1CCCO1 (stereo not given)	/	1%	/	-3%	/	-3%	/	/	/	-5%
CCCC(=O)Nc1cccc(-c2cn3ccsc3n2)c1	23%	-11%	?	44%	0	-3%	-0.1%	-2%	-27%	1%
CC(=O)Nc1ccc(NC(=S)NC(=O)/C=C/c2ccccc2)cc1	5%	-3%	1%	17%	-7	1%	-0.1%	-16%	3%	1%
COc1ccccc1N1CCN(C(=O)c2cc3c(s2)CCCCC3)CC1	-17%	-4%	-10%	-20%	?	1%	-1.7%	6%	6%	2%
CCCCCCc1cc2cc(S(=O)(=O)c3ccc(F)c(Cl)c3)c(=O)oc2cc1O	?	-24%	14%	-89%	?	0%	-0.5%	28µM*	11%	-1%[46.1 µM]
CCN(CC(=O)NCc1cccs1)C(=O)c1ccc(OC)c(OC)c1	?	-3%	2%	-2%	2	0%	-0.3%	-2%	/	-2%
Nc1ccc(-c2nnc(-c3ccccc3)o2)cc1	?	11%	22%	82%	11	-5%	-0.6%	7%	1%	5%
CC(C)N(C(=O)CSc1nnc(NC(=O)Cc2cccs2)s1)C(C)C	19%	4%	-2%	5%	14	-10%	0.4%	5%	-3%	-5%
O=C(Nc1nsc(-c2ccccc2)n1)c1ccncc1	?	24%	16%	?	5	1%	-1.0%	-2%	-2%	0%
Cc1cc(C)c(C#N)c(N2CCSCC2)n1	17%	-16%	26%	-2%	14	-7%	-0.7%	-4%	-6%	-5%
CCC(C)(C)n1nnnc1CN(Cc1ccco1)Cc1cc2cc3c(cc2[nH]c1=O)OCO3	?	-3%	0%	-46%	13	1%	-0.1%	16%	-11%	-3%
COc1cccc(/C=C2\SC(=S)N(CCC(=O)Nc3ccc(O)cc3)C2=O)c1	?	14%	/	5%	10	-2%	-1.0%	4%	94%[activator]	0%
Cc1ccc(-c2noc(CCCC(=O)NC3CCCC3)n2)cc1	-22%	-55%[inhibitor]	-1%	-43%	6	-1%	-0.1%	-4%	5%	-4%
CCCCNC(=O)OCCSCCS(=O)(=O)c1ccc(Cl)cc1	-3%	-11%	-3%	-10%	3	1%	0.0%	2%	-5%	-2%
CCN(CC(=O)Nc1ccc(NC(C)=O)cc1)C(=O)c1cccc(S(=O)(=O)N2c3ccccc3CC2C)c1 (stereo not given)	11%	45%	-7%	-17%	-1	-5%	2.7%	-2%	/	3%
